# iPSC survival up: hiPSC single-cell survival enhancement | survival enhancement, % at 20 µM | AID 602274 | ATPlite luminescence; 100% = ROCK inhibitor wells, 0% = DMSO | hit rate 0.044% among 360,000; in the data active = survival enhancement above about 18%;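 note: cells exposed to compounds for 16 hours before the ATP read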
# CF NFkB inh: cystic fibrosis NF-kB activation inhibition | KKLEB NF-kB-GFP reporter, PAF-induced, GFP fluorescence overnight | inhibition, % at 5 µM | hit rate 0.86% among 360,000;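 active = at least 50% inhibition at 5 µM, scaled per plate between neutral and stimulator controls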;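 note: PAF is a Pseudomonas aeruginosa culture filtrate used as stimulus; plate controls were PAF-stimulated DMSO wells for no effect and unstimulated DMSO wells for full effect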
# TRAIL sens C8: sensitizes caspase-8 expressing cells to TRAIL | NB7+C8 cells + TRAIL, ATPlite viability luminescence | inhibition (viability loss, TRAIL sensitization), % at 10 µM | hit rate 1% among 360,000;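 active = compounds causing at least 50% loss of cell viability in the single-dose screen, relative to plate controls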
# NR2E3 ag-1: activates human photoreceptor nuclear receptor NR2E3 | Q9Y5X4 | GST-NR2E3/biotin-RetCOR TR-FRET, 1536-well | inhibition of corepressor binding, % at 4.78 µM | hit rate 0.12% among 320,000 | AID 2300;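 active = percent inhibition above the cutoff of mean plus 3 SD of all tested compounds, set per screening campaign, cut at about 20% in these data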;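 note: 0% = DMSO wells and 100% = biotin wells as full block of FRET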
# Target sequence (Q9Y5X4 whole entry, looked up): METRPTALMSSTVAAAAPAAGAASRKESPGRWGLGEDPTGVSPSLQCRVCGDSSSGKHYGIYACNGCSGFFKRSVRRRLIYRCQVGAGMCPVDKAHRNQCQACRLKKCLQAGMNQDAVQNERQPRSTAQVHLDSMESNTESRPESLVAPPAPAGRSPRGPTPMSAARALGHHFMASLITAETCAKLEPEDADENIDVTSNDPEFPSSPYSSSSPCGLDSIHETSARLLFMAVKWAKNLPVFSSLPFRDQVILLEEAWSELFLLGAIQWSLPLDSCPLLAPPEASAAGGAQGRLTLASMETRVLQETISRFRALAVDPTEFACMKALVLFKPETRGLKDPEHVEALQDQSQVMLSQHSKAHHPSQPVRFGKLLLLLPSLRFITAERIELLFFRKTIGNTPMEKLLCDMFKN
#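 Test system – NR2E3–RetCOR corepressor complex · Quantity – NR2E3 fusion 1.35 nM · Buffer or medium – Tris pH 7.5 · Incubation – Compound–protein incubation for 5 h at 4 °C · Technique – TR-FRET, Eu(K)-anti-GST donor, streptavidin-D2 acceptor, ex 340, em 617/671 nm · Evaluation – percent inhibition of 671/617 nm emission ratio versus biotin and DMSO controls · Plate – 1536-well format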
# NR2E3 ag-2: activates human NR2E3 receptor | Q9Y5X4 | CHO-S Gal4-NCOR/VP16-NR2E3 two-hybrid, luciferase | inhibition of corepressor binding, % at 3.98 µM | hit rate 0.35% among 360,000 | AID 602229;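 active = inhibition above the mean of all tested compounds plus 3 SD, cut at about 70% in these data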;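 note: 0% = DMSO with NR2E3 transfected cells and 100% = cells lacking NR2E3 construct; higher means lower luciferase signal from less NR2E3 corepressor binding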
# Shn3 3UTR inh: inhibitors of Schnurri-3 3'UTR reporter in osteoblasts. Clone20 osteoblast Shn3 3'UTR firefly luciferase, 24 h. inhibition, % at 12.5 µM. hit rate 0.52% among 360,000;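 active = mean inhibition of at least 75% with every replicate also reaching 75%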;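 note: 0% = median of neutral control wells and 100% = pilot-screen positive control compound; some compounds past the cut are filed as inactive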
# HIF-2a inh: HIF-2a inhibition; 786-0 RCC cells HIF-2a reporter, luciferase luminescence, overnight; inhibition, % at 18.8 µM; hit rate 0.72% among 360,000; AID 624352;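 active = inhibition of the luminescence signal of 40% or more relative to plate controls, in a single-dose primary screen at 18.75 µM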
# KKLEB cytotox: counter-screen for CF NF-kB inhibitors: cytotoxicity; KKLEB CF airway cells viability, ATPlite luminescence, overnight; active compounds read low; cells stimulated with P. aeruginosa culture filtrate; activity change (cytotoxicity), % at 5 µM; hit rate 0.36% among 360,000;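 active = corrected activity change at or below -50% at 5 µM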
# TRPM1 prom inh: inhibitors of MITF-driven TRPM1 promoter in melanoma cells | SK-MEL-5 TRPM1 promoter luciferase, 24 h | inhibition, % at 12.5 µM | hit rate 0.83% among 330,000;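 active = mean inhibition across replicates of 60% or more, whatever share of single replicates reaches that level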; note: values of inactives mirror those of a sister screen read the other way
# Peg3 prom inh: inhibitors of Peg3 promoter; HeLa PEG-Prom luciferase reporter, luminescence, overnight; inhibition, % at 20 µM; hit rate 1.7% among 360,000; AID 588405;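 active = inhibition of at least 50% at 20 µM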
# LMP1 NFkB inh: reduces LMP1-driven NF-kappaB luciferase signal. AID 504558. LMP1-induced NF-kappaB luciferase reporter cells, luminescence. inhibition, % at 12.5 µM. hit rate 0.69% among 350,000; in the data active = inhibition above about 41%;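 note: 0% = neutral control wells and 100% = reference inhibitor control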
# * marks the source's active call; other numbers are inactive results; x = no result given. This is a subset; the hit share may differ from the screen's.
SMILES,iPSC survival up,CF NFkB inh,TRAIL sens C8,NR2E3 ag-1,NR2E3 ag-2,Shn3 3UTR inh,HIF-2a inh,KKLEB cytotox,TRPM1 prom inh,Peg3 prom inh,LMP1 NFkB inh
O=C(O)c1ccccc1C1Nc2ccccc2C(=O)N1CCCN1CCOCC1 (centres undefined),-0.6,9,-1,3,-12,9,6,-12,x,10,x
CCCCn1c(SCC(=O)/C(C#N)=C(\C)N)nc2ccccc2c1=O,0.0,-22,2,0,11,-10,4,28,3,10,-3
CCOC(=O)C1=CCN(S(=O)(=O)c2ccccc2)C1c1ccccc1 (centres undefined),0.4,-12,0,x,-20,-14,3,-5,x,12,x
COc1ccc(C(=O)Nc2c(Cl)cc(Cl)cc2C(=O)N2CCC(C)CC2)cc1,-1.1,-6,1,-1,8,9,11,-6,10,4,-8
CCCOc1ncnc2c1[nH]c1ccc(OC)cc12,-0.8,5,33,-1,-165,-50,-208,-1,-50,-215,-25
COc1ccc(NC(=O)c2cccnc2SC)cc1OC,-0.5,-10,-8,-2,-16,-14,-5,8,-14,-7,5
Cn1c(=O)[nH]c(NC2CCCCC2)c([N+](=O)[O-])c1=O,1.0,-3,-8,-2,-33,-23,5,-3,-16,-2,5
Cc1ccc(C(C#N)c2ccc(C(=O)c3ccc(F)cc3)cc2)cc1 (centres undefined),-2.2,11,19,3,49,69,-40,-16,2,-20,15
Cc1ccc(S(=O)(=O)N(C)C)cc1NC(=O)c1cccnc1Oc1ccccc1,-0.3,4,1,-2,-1,7,14,2,x,13,x
Cc1ccc(OCc2n[nH]c(=S)n2-c2ccc(C)cc2)cc1,-0.5,5,-5,-2,-7,-6,10,4,5,6,0
COc1ccc(OC)c(/C=C(\NC(=O)c2ccccc2)C(=O)N/N=C/c2ccc(C)s2)c1,-0.7,2,7,1,-13,-9,14,-4,4,9,3
COc1cccc(OC)c1C(=O)NC(=O)Nc1c(C)cccc1C,-0.2,-7,-3,-2,-34,11,15,8,2,21,-1
NC(=O)C1CCN(C(=O)c2ccc([N+](=O)[O-])cc2NC(=O)c2cccs2)CC1,-0.6,-17,-7,-2,25,-16,-5,-1,25,16,-12
O=C(CN1C(=O)/C(=C/c2ccccc2F)SC1=S)NC1C=CS(=O)(=O)C1 (centres undefined),-0.2,5,2,0,-22,-8,1,6,3,-29,0
CCOC(=O)C1=C(N)Oc2c(oc(CO)cc2=O)C1c1ccc(F)cc1 (centres undefined),-2.9,8,1,0,28,-23,1,3,4,10,-19
Cc1cccc(NC(=O)C2=C(O)c3ccccc3N(C)S2(=O)=O)c1,7.3,-2,-7,2,-25,-38,-14,3,18,-2,1
CCN1CCN(c2cc(C)nc(-c3ccccc3O)n2)CC1,1.5,-11,-11,2,-3,-31,-7,0,-23,-4,5
O=C1CC(c2cccs2)c2ccc3ccccc3c2N1 (centres undefined),0.4,-13,14,3,-7,26,-68,1,0,-37,7
CN(CCN1CCOCC1)C(=O)c1cc(COc2ccc(F)c(F)c2)on1,0.1,7,11,4,-64,-29,-102,8,-3,-79,-2
CCCNC(=O)COC(=O)c1cc(C)nc2ccccc12,-0.2,18,-1,2,11,7,7,-6,5,0,-1
COc1ccc2ccccc2c1/C=N/NC(=O)c1nnn(-c2nonc2N)c1CN(C)C,-0.1,2,1,5,-20,-6,-2,4,3,5,1
CC(CNS(=O)(=O)c1ccccc1)(c1ccccc1)N1CCCCC1 (centres undefined),0.8,-6,-2,0,2,10,10,3,-2,7,-12
Cc1ccc([C@H]2C[C@H](n3cc(C4CC4)nn3)[C@@H](O)CN2C(=O)C2CCCCC2)cc1,0.9,-8,-4,x,-32,-29,6,4,x,1,-3
NC(=O)C1CCN(C2CC(=O)N(Cc3ccc(N4CCCC4=O)cc3)C2=O)CC1 (centres undefined),2.3,10,-7,-1,-31,-9,-2,-6,-7,-5,5
COC(=O)c1ccc(NC(=O)CSc2nc3ccccc3c(=O)[nH]2)cc1,-3.7,-14,-1,1,13,7,12,-19,11,35,-16
Cc1c(NC(=O)CN2C(=O)c3ccccc3S2(=O)=O)c(=O)n(-c2ccccc2)n1C,1.3,1,0,1,7,53,9,-2,4,5,-10
Cn1c(N)c(C(=O)COC(=O)C23CC4CC(CC(C4)C2)C3)c(=O)n(C)c1=O,1.5,10,-6,-3,10,21,23,-1,-7,15,5
Cc1ccc(NC(=O)C2CCN(S(=O)(=O)c3ccc4c(c3)NC(=O)CO4)CC2)cc1C,-0.5,-1,-3,0,-19,5,10,-12,-2,18,7
COc1ccc(NC(=O)C2CC(=O)N/C(=N/N=C/c3ccccc3)S2)cc1 (centres undefined),-0.1,-15,-16,2,-15,-6,9,9,3,8,-3
COc1ccc(S(=O)(=O)NCC2CCCO2)cc1NC(=O)c1ccc(Cl)cc1 (centres undefined),-0.4,8,2,0,4,16,11,-26,0,14,-6
O=C(CCCCl)NC(=S)Nc1ccc(CN2CCOCC2)cc1,1.4,0,1,-1,-19,x,-51,5,-13,-33,-5
Cc1ccc(N(CC(=O)Nc2ccc(C)cn2)S(=O)(=O)c2c(C)nn(C)c2C)cc1,1.5,-2,6,1,4,-4,18,9,7,3,3
O=C(Nc1cccc(C(=O)O)c1)/C(=C\c1ccco1)NC(=O)c1ccccc1,-0.5,-8,-7,2,-6,-4,12,-24,-3,8,-1
CCNC(=O)c1cc(S(=O)(=O)N2CCSCC2)ccc1OC,0.6,8,-5,1,0,-8,16,-8,-8,14,-6
CCN1C(Nc2ccccc2)=NC[C@@H]1C,-0.8,-1,-11,3,-8,-1,15,0,-2,5,4
CC(C)CCNc1ncnc2c1nnn2Cc1ccccc1,0.6,4,6,0,29,14,7,-2,3,8,-4
CC(=O)N1CCN(CC(=O)Nc2cccc(S(=O)(=O)N3CCCCCC3)c2)CC1,3.0,10,-3,1,22,25,4,-2,3,18,0
CCC(=O)c1ccc(OCC(=O)NCC2(N3CCCCC3)CCCCC2)cc1,-2.5,9,-4,-3,9,1,6,6,4,-3,-14
CCOC(=O)c1c(NC(=S)NC(=O)c2ccco2)sc2c1CCCC2,-2.4,7,-12,3,-14,-21,14,-8,1,13,-6
COC(=O)CN1C(=O)COc2ccc(S(=O)(=O)NCc3ccccc3)cc21,-0.5,21,-9,3,3,3,9,11,5,10,2
CC(=O)C1=C(O)C(=O)N(c2ccc(O)cc2)C1c1ccccc1Cl (centres undefined),0.8,4,9,2,10,1,10,5,1,11,40
Cc1ccc2c(=O)c(CN3CCCCCC3)c(C)[nH]c2c1C,-0.6,1,-3,0,-45,-6,3,-1,-2,3,-1
COc1ccc(C(=O)NCC2CCCCC2)cc1S(=O)(=O)N1CCOCC1,-1.4,-3,-18,x,7,11,-1,-9,1,11,-5
O=C(N/C(=C\c1ccco1)C(=O)N1CCOCC1)c1ccccc1Cl,-0.1,2,7,4,-17,16,3,4,-2,5,-6
Clc1ccccc1CN(Cc1ccccc1)C(c1cccs1)c1nnnn1C1CCCC1 (centres undefined),-2.5,9,21,1,-32,23,0,1,5,23,7
COc1ccc(NC(=O)CSc2nc(C(C)C)nc3c2c(=O)n(C)c(=O)n3C)c(OC)c1,-0.4,21,19,3,-57,14,9,-5,-8,21,17
COc1ccc(CCNC(=O)c2c(C)nn(CC(C)C)c2Cl)cc1OC,-0.4,19,-6,x,-5,-15,17,-3,4,8,4
Cc1cc(C(=O)CCC(=O)Nc2ncccc2O)c(C)s1,-0.3,0,22,3,18,-21,-15,-12,-13,-31,2
O=C(CCc1ccccc1)NC(=S)NCc1ccco1,0.8,-2,-6,4,7,-13,-35,1,8,-41,-2
CCN(CC)c1cc(Oc2ccccc2)ncn1,0.4,12,-6,1,-12,3,-59,-9,-35,-50,-15
CCc1ccccc1NC(=O)CN(C)C(=O)COC(=O)c1c(Cl)cccc1Cl,0.3,-3,-14,x,29,-18,6,4,-7,18,-4
O=c1[nH]c2ccc(NC(=S)Nc3ccccc3Cl)cc2[nH]1,1.8,10,-6,-1,-6,12,-3,7,-11,1,-4

# Screening results (PubChem)
